Screens deposited in PubChem BioAssay by National Center for Advancing Translational Sciences (NCATS).
D1 antagonist = blocks dopamine activation of the human D1 receptor. activity change, negative = inhibition, % at 10 µM. AID 504652. 360,000 tested, 3.2% active. P21728. HEK293 TREx D1 cells, calcium flux, dopamine EC80; stronger effect = lower value; in the data active means activity change below about -30%; further: on the % scale 0 is the no-effect control and ±100 the full control effect
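Cells carrying a force-coupled, tetracycline-inducible human D1 receptor report calcium flux. Each well gets a 10 s baseline, compound with 180 s monitoring, then an EC80 dopamine stimulus with a second 180 s kinetic read.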
Vif-A3F inh = inhibitors of Vif-A3F interaction | HeLa A3F-eYFP + Vif (tagged APOBEC3F with the HIV-1 protein that degrades it), YFP fluorescence increase | Potency, µM (highest dose often 46.1 µM), for the others: at the highest dose activity, negative = active | 390,000 tested, 0.2% active; further: potency means the concentration at half of the fitted maximal effect; % of control where 0% means no effect; nearly all actives have a fitted effect of over 65% in size
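Fluorescence increase (Ex 488/Em 500-530) after overnight compound treatment at 37 deg C flags inhibition of Vif-driven A3F-eYFP loss in stable HeLa A3F-eYFP/Vif cells seeded overnight beforehand.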
Glioma ERSR ind = inducers of ER stress response in human glioma cells; Potency, µM, inactives show top-dose activation, most hits filed as activators; 420,000 tested, 0.02% active; U87-MG GRP78 promoter luciferase reporter, 16 h; further: potency means the concentration at half of the fitted maximal effect; series mostly up to about 76 µM; % of control where 0% means no effect; nearly all actives have a fitted effect of over 35% in size
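Stably transfected U87-MG human glioma cells carrying a GRP78-based luminescent sensor were seeded at 1000 cells/well, pin-dosed with compounds and incubated 16 h. Luciferase reagent was then added, and end-point luminescence was read after 10 min at room temperature.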
RXFP1 antag = RXFP1 (human) relaxin receptor antagonism; Q9HBX9; HEK293-RXFP1, relaxin-stimulated cAMP HTRF, 30 min; stronger effect = lower value; 350,000 tested, 0.59% active; activity change, negative = inhibition, % at 57.5 µM;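 active means activity change of -60% or lower, but not beyond a set lower limit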; further: on the % scale 0 is the no-effect control and ±100 the full control effect
Target sequence (Q9HBX9 whole entry, looked up): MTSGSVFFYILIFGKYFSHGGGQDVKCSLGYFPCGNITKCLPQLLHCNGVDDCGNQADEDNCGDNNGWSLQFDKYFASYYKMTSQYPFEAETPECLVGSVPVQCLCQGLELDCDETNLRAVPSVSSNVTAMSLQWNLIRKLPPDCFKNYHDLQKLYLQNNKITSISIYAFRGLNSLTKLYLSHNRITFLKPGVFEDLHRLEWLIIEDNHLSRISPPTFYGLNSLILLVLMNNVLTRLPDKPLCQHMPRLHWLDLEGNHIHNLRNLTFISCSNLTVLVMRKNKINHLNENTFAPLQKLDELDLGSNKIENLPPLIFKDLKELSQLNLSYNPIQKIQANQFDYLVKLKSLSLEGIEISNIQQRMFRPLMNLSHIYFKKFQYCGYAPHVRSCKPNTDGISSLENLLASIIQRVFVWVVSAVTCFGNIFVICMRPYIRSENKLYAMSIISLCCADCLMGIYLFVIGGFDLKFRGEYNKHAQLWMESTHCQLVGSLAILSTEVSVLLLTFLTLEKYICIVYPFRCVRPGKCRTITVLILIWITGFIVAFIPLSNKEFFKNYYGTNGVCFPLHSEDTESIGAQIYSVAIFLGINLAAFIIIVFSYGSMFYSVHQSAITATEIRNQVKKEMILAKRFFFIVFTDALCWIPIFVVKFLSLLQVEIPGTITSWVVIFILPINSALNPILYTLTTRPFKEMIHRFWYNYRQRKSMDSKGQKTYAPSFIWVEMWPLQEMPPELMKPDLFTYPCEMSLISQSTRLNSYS
Vif-A3G inh = Vif-A3G binding inhibition; AID 602310; Q9HC16; 410,000 tested, 0.076% active; Potency, µM (titrated, usually from 46.1 µM), without a hit: top-dose activity, negative = active, usual class: inhibitors; HeLa A3G-eYFP + Vif (tagged APOBEC3G with the HIV-1 protein that degrades it), YFP fluorescence, overnight;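 further: potency means the concentration at half of the fitted maximal effect; on the % scale 0 is the no-effect control and ±100 the full control effect; nearly all actives have a fitted effect of over 60% in size; hits raise eYFP signal because A3G escapes Vif-driven loss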
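Read-out is eYFP fluorescence (Ex 488/Em 500-530) from Vif-expressing HeLa A3G-eYFP cells; more signal means A3G escaped Vif-mediated degradation. Cells plated overnight, compound pinned in, incubated overnight at 37 deg C.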
RXFP1 agonist = RXFP1 (human) receptor agonism; Q9HBX9; HEK293T-RXFP1 cAMP TR-FRET, 30 min; response scale: percent of porcine relaxin response, buffer zero; Potency, µM (doses to about 57.5 µM), without a hit: at the top dose activation, actives largely listed as activators; 370,000 tested, 0.3% active; further: potency means the concentration at half of the fitted maximal effect; on the % scale 0 is the no-effect control and ±100 the full control effect; nearly all actives have a fitted effect of over 60% in size; many of its hits are not listed in these tables
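Agonist response is measured as cAMP accumulation in an RXFP1-transfected HEK293T line under PDE4 inhibition. Values are scaled between buffer-only and 29 nM porcine relaxin, and EC50s come from standard Hill equation fits.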
D1 agonist = activates the human D1 dopamine receptor | P21728 | HEK293 T-REx D1 cells, calcium flux, agonist mode | activation, % at 2 µM | 360,000 tested, 1% active | AID 504660; in the data active means activation above about 30%; further: 0% is about no effect
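Inducible HEK293 T-REx D1 cells, force-coupled to calcium signalling, were plated at 4000 cells/well with tetracycline and held overnight at 30 C. After no-wash calcium dye loading, compound-evoked calcium rise over 180 s flagged agonists.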
D1 potentiator = potentiators of human D1 dopamine receptor; P21728; HEK293 TREx D1 cells, calcium flux, dopamine EC20 potentiation; potentiation, % at 10 µM; 360,000 tested, 0.036% active; AID 504651; in the data active means potentiation above about 30%; further: 0% is about no effect
D2 potentiator = positively modulates the human D2 dopamine receptor allosterically; P14416; HEK293 T-REx D2, calcium flux, EC20 dopamine potentiation; potentiation, % at 10 µM; 340,000 tested, 0.34% active;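 active means potentiation over 3 SD above the plate norm, cut at about 30% in these data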; further: 0% is about no effect
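Potentiation of an EC20 dopamine calcium response measured kinetically over 180 s, after a preceding 180 s compound-only read flagging agonists. Cells: inducible Hek293 Trex D2 line, 4000/well, cultured overnight at 30 C before dye loading.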
The depositor's hits bear a star. Unless noted, the call rests on the fitted dose curve; in most records, active means well fitted curve in the direction sought with a large enough effect; inconclusive means small, poorly fitted or top-dose-only effect, or another doubt; inactive means no such curve, though single readings can be large; an effect the other way counts as inactive or inconclusive.

`CS(=O)(=O)N1CCN(c2ccc([N+](=O)[O-])c(NCc3cccnc3)c2)CC1` gave D1 antagonist -8, Vif-A3F inh -2%, Glioma ERSR ind -5%, RXFP1 antag -16, Vif-A3G inh -2%, RXFP1 agonist 5.0%, D1 agonist 1, D1 potentiator -1 and D2 potentiator 3.
`CCN1CCC(N2CCN(c3ccccc3OC)CC2)CC1` gave D1 antagonist 3, Vif-A3F inh -19%, Glioma ERSR ind -5%, RXFP1 antag 6, Vif-A3G inh -4%, RXFP1 agonist 1.4%, D1 agonist 1, D1 potentiator 0 and D2 potentiator -6.
`CCOC(=O)C(Cc1ccccc1)NC(=O)CCC(=O)c1ccc(OC)cc1` (configuration not stated) gave D1 antagonist 14, Vif-A3F inh 2%, Glioma ERSR ind 2%, RXFP1 antag 9, Vif-A3G inh 2%, RXFP1 agonist 4.5%, D1 agonist 4, D1 potentiator -5 and D2 potentiator 16.
O=C(NC1CCCC1)C(c1ccco1)N(C(=O)c1ccco1)c1ccc(F)cc1 (configuration not stated) was read as D1 antagonist -12, Vif-A3F inh 7%, Glioma ERSR ind -5%, RXFP1 antag 2, Vif-A3G inh -1%, RXFP1 agonist 1.7%, D1 agonist 1, D1 potentiator -7 and D2 potentiator -5.
Screening COc1ccc(C)cc1N(C(=O)c1ccco1)C(C(=O)NC1CCCC1)c1cc(OC)c(OC)c(OC)c1 (configuration not stated) returned D1 antagonist -15, Vif-A3F inh -6%, Glioma ERSR ind -2%, RXFP1 antag 6, Vif-A3G inh -7%, RXFP1 agonist -2.5%, D1 agonist 2, D1 potentiator -7 and D2 potentiator 4.
For Cc1ccc(N(C)S(=O)(=O)c2ccc3[nH]c4c(c3c2)CCCC4)cc1 the results were D1 antagonist -10, Vif-A3F inh -5%, Glioma ERSR ind -4%, RXFP1 antag -24, Vif-A3G inh -7%, RXFP1 agonist 5.7%, D1 agonist 2, D1 potentiator -2 and D2 potentiator -12.
CN(CC(=O)Nc1ccccc1Cl)C1CCCCC1 was read as D1 antagonist -21, Vif-A3F inh 3%, Glioma ERSR ind 0%, RXFP1 antag -6, Vif-A3G inh 3%, RXFP1 agonist 1.5%, D1 agonist 2, D1 potentiator -2 and D2 potentiator 1.
CCOC(=O)c1c(Nc2cccc(O)c2)nnc(-c2ccccc2)c1-c1ccccc1 was read as D1 antagonist 15, Vif-A3F inh 6%, Glioma ERSR ind -3%, Vif-A3G inh -10%, RXFP1 agonist 0.0%, D1 agonist 0, D1 potentiator 7 and D2 potentiator -8.
Cc1ccc2oc(=O)c3cnn(CC(=O)N(CCC(C)C)Cc4ccco4)c3c2c1 was read as D1 antagonist 5, Vif-A3F inh 0%, Glioma ERSR ind -1%, RXFP1 antag 2, Vif-A3G inh 2%, RXFP1 agonist 1.0%, D1 agonist 1, D1 potentiator 2 and D2 potentiator -6.
CCCCNc1cnn(-c2ccccc2)c(=O)c1Cl was read as D1 antagonist 15, Vif-A3F inh 14%, Glioma ERSR ind 6%, RXFP1 antag -2, Vif-A3G inh -6%, RXFP1 agonist 4.3%, D1 agonist 4, D1 potentiator 12 and D2 potentiator 4.
For O=C(c1cccc(C(F)(F)F)c1)N1CCC2(CC1)NCCc1[nH]cnc12 the results were D1 antagonist 3, Vif-A3F inh 5%, Glioma ERSR ind -2%, RXFP1 antag -24, Vif-A3G inh 1%, RXFP1 agonist -0.9%, D1 agonist 0, D1 potentiator 1 and D2 potentiator -4.
Screening O=c1cc(O)c2sc(Nc3ccc(F)cc3)nc2[nH]1 returned D1 antagonist -15, Vif-A3F inh -10%, Glioma ERSR ind -2%, RXFP1 antag -1, Vif-A3G inh -1%, RXFP1 agonist 0.2%, D1 agonist 1, D1 potentiator -3 and D2 potentiator 5.
`O=C(NCCc1nc2ccccc2[nH]1)/C(=C/c1ccc2c(c1)OCO2)NC(=O)c1ccccc1` gave D1 antagonist -19, Vif-A3F inh 1%, Glioma ERSR ind -3%, RXFP1 antag 2, Vif-A3G inh 1%, RXFP1 agonist 2.6%, D1 agonist 1, D1 potentiator 0 and D2 potentiator 8.
`COc1cc(C2/C(=C(\O)c3ccc4c(c3)OCCO4)C(=O)C(=O)N2Cc2ccco2)ccc1O` (configuration not stated) gave D1 antagonist -1, Vif-A3F inh -17%, Glioma ERSR ind 0%, RXFP1 antag 10, Vif-A3G inh -1%, RXFP1 agonist 1.5%, D1 agonist 5, D1 potentiator 1 and D2 potentiator -4.
`Cc1ccc(SCc2c(C(=O)N/N=C/c3ccncc3)nnn2-c2nonc2N)cc1` gave D1 antagonist -42*, Vif-A3F inh 3%, Glioma ERSR ind 1%, RXFP1 antag 3, Vif-A3G inh 1%, RXFP1 agonist -0.1%, D1 agonist 6, D1 potentiator -10 and D2 potentiator 8.
O=C(NCc1ccccc1Br)C1CCCN(C(=O)N2CCOc3ccccc32)C1 (configuration not stated) was read as D1 antagonist -15, Vif-A3F inh 0%, Glioma ERSR ind -1%, RXFP1 antag -9, Vif-A3G inh 2%, RXFP1 agonist 0.0%, D1 agonist 23, D1 potentiator -2 and D2 potentiator -3.
`COc1ccc(N2CC(NC(=O)C3CCCC3)CC2=O)cc1` (configuration not stated) gave Vif-A3F inh 3%, Glioma ERSR ind -2%, RXFP1 antag -1, Vif-A3G inh 10%, RXFP1 agonist 2.2%, D1 agonist -1 and D1 potentiator 0.
For CCCNC(=O)c1[nH]c(C)c(C(C)=O)c1C the results were D1 antagonist -18, Vif-A3F inh -11%, Glioma ERSR ind 2%, RXFP1 antag -4, Vif-A3G inh -4%, RXFP1 agonist -0.4%, D1 agonist 1, D1 potentiator 0 and D2 potentiator 10.
Screening Clc1ccc(CCNc2ncnc3c2c(-c2ccccc2)cn3-c2ccccc2)cc1 returned D1 antagonist -7, Vif-A3F inh -6%, Glioma ERSR ind -2%, RXFP1 antag -16, Vif-A3G inh -3%, RXFP1 agonist 1.6%, D1 agonist 0, D1 potentiator -3 and D2 potentiator 9.
`COc1ccc(-c2csc(N(CCc3ccccc3)C(=O)COc3ccccc3)n2)cc1` gave D1 antagonist -9, Vif-A3F inh -6%, Glioma ERSR ind 3%, RXFP1 antag 7, Vif-A3G inh -2%, RXFP1 agonist -3.2%, D1 agonist 8, D1 potentiator -3 and D2 potentiator -3.
Screening COC(=O)c1ccccc1NC(=O)NCc1ccc2c(c1)CCN2C(=O)c1ccccc1 returned D1 antagonist 17, Vif-A3F inh 3%, Glioma ERSR ind -3%, RXFP1 antag 3, Vif-A3G inh -1%, RXFP1 agonist 0.5%, D1 agonist 3, D1 potentiator -2 and D2 potentiator -10.
`CC(=O)Nc1ccc(NC(C)=C(C#N)C#N)cc1` gave D1 antagonist -10, Vif-A3F inh 5%, Glioma ERSR ind -5%, RXFP1 antag 3, Vif-A3G inh 1%, RXFP1 agonist -0.1%, D1 agonist 0, D1 potentiator 0 and D2 potentiator -1.
`COc1cccc(N(CC(=O)NCCSc2ccccn2)S(C)(=O)=O)c1` gave D1 antagonist 13, Vif-A3F inh 2%, Glioma ERSR ind -5%, RXFP1 antag -5, Vif-A3G inh 1%, RXFP1 agonist 0.5%, D1 agonist 2, D1 potentiator 8 and D2 potentiator -2.
`COc1cc2[nH]c(=S)nc(NC3CCCCCC3)c2cc1OC` gave D1 antagonist -11, Vif-A3F inh -33%, Glioma ERSR ind -4%, RXFP1 antag -13, Vif-A3G inh 5%, RXFP1 agonist 9.1%, D1 agonist 0, D1 potentiator -14 and D2 potentiator -11.
`CN(C(=O)COC(=O)CNS(=O)(=O)/C=C/c1ccccc1)C1CCS(=O)(=O)C1` (configuration not stated) gave D1 antagonist 3, Vif-A3F inh 3%, Glioma ERSR ind -4%, RXFP1 antag -10, Vif-A3G inh 0%, RXFP1 agonist 1.6%, D1 agonist 3, D1 potentiator -4 and D2 potentiator -6.
Cc1sc2c(c1C)CN(CCN1CCOCC1)CN2C(=O)c1ccccc1 was read as D1 antagonist 4, Vif-A3F inh -7%, Glioma ERSR ind 1%, RXFP1 antag 5, Vif-A3G inh -6%, RXFP1 agonist 1.4%, D1 agonist 0, D1 potentiator -8 and D2 potentiator -9.
`CSc1ncc(C(=O)N2CCN(c3cccc(Cl)c3)CC2)c(C)n1` gave D1 antagonist 4, Vif-A3F inh -18%, Glioma ERSR ind -2%, RXFP1 antag 2, Vif-A3G inh 0%, RXFP1 agonist 0.4%, D1 agonist -1, D1 potentiator -2 and D2 potentiator 4.
Screening Cc1ccc(C)c(N2CCN(C(=O)CS(=O)(=O)c3cccc4nsnc34)CC2)c1 returned D1 antagonist -17, Vif-A3F inh 4%, Glioma ERSR ind -5%, Vif-A3G inh 2%, RXFP1 agonist -1.4%, D1 agonist 17, D1 potentiator -4 and D2 potentiator -1.

This is a subset (hit frequency here may not be typical).
